NOD2 RIPK2 PPI: blocks binding of human NOD2 to RIPK2; hit rate 0.38% among 360,000; CHO BLA complementation NOD2-RIPK2, CCF4 ratio; inhibition, % at 4.98 µM; O43353; in the data active = inhibition above about 21%;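 note: 0% = vehicle only and 100% = reference blocker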
MC4R barr agon: human MC4R agonism via beta-arrestin | P32245 | U2OS MC4R beta-arrestin complementation, luminescence; percent of melanotan II response, DMSO zero | activation, % at 8.9 µM | hit rate 0.98% among 360,000;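 active = activation above a per-plate cutoff, the mean activation of sample wells on that plate plus 3 SD, cut at about 8% in these data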
ABCB6 inh 2: blocks the human ABCB6 transporter; Q9NP58; K562-ABCB6 porphyrin accumulation, flow cytometry, 1 h; active compounds read low; fluorescence ratio to DMSO, % at 10 µM; hit rate 0.19% among 360,000;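 active = fluorescence ratio to DMSO below 75%, the collection mean minus 3 SD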;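 note: signal is porphyrin accumulated inside mitochondria; 100% equals median channel fluorescence of DMSO control wells; lower ratio means ABCB6 inhibition with less porphyrin fluorescence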
Exocytosis inh: lytic granule exocytosis inhibition. inhibition, % at 10 µM. TALL-104 LAMP-1 surface exposure, flow cytometry; cells stimulated with thapsigargin and PMA. hit rate 0.66% among 360,000. AID 651702;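 active = inhibition above about 55%, limit read from the data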
MC4R antag cAMP: antagonists of human melanocortin 4 receptor (MC4R); MC4R-expressing cells, MTII-stimulated cAMP, LANCE TR-FRET; inhibition, % at 6.5 µM; hit rate 0.48% among 360,000; AID 540295;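 active = inhibition above its plate's cutoff, the mean of tested wells on that plate plus 3 SD, cut at about 29% in these data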;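 note: 0% = Melanotan II alone and 100% = Melanotan II plus saturating MCL0020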
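Assay system: U2OS cells stably expressing human melanocortin 4 receptor (MC4R) / Dosing: 6.5 µM / Timing: compound 30 min, challenge 1 h, detection 1 h / Measured by: Eu-cAMP/anti-cAMP TR-FRET, emission 671 nm / Replicates: singlicate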
Vif imaging: inhibitors of HIV Vif. hit rate 0.35% among 340,000. inhibition, % at 7.49 µM. HEK293T cells, Vif self-association by quenched fluorescence, imaging, 24 h; in the data active = inhibition above about 50%, passing the limit was not always enough; note: some results filed as inactive read as strong as hits
ABHD5-PLIN5 inh: inhibitors of human ABHD5-perilipin-5 interaction | Q00G26+Q8WTS1 | Split G. princeps luciferase complementation, luminescence, 4 h | inhibition, % at 4 µM | hit rate 0.78% among 360,000 | AID 602281;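 active = inhibition above the mean inhibition across every tested compound plus 3 SD, cut at about 22% in these data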;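 note: 0% = DMSO only wells and the 100% control is not disclosed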
Target sequence (Q00G26 whole entry, looked up): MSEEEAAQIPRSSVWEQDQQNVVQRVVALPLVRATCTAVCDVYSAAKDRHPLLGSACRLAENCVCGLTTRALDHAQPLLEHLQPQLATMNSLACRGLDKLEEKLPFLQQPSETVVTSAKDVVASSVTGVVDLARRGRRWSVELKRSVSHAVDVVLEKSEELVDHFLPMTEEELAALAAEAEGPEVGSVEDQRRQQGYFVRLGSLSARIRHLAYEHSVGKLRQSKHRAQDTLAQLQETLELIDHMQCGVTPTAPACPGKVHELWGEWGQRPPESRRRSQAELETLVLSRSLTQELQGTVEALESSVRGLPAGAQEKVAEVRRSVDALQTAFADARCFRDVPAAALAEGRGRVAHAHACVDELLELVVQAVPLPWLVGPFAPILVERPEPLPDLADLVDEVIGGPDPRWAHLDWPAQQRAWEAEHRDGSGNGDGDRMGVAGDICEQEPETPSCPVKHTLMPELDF
Target sequence (Q8WTS1 whole entry, looked up): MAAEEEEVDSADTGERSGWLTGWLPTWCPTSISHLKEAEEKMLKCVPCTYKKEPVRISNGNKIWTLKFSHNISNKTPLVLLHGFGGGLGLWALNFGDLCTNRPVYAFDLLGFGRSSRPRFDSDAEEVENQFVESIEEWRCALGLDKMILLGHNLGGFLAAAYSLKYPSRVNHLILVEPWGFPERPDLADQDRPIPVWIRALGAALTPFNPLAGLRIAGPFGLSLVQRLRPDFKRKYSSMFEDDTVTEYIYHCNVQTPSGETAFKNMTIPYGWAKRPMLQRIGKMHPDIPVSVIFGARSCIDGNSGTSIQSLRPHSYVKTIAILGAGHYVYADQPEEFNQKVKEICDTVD
TLR9-MyD88 inh: TLR9-MyD88 interaction inhibition. Q9NR96+Q99836. hit rate 0.21% among 340,000. inhibition, % at 4.98 µM. CHO BLA complementation TLR9-MyD88, CCF4 FRET ratio. AID 504734;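 active = inhibition above the mean over all tested compounds plus 3 SD, cut at about 21% in these data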;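 note: 0% = DMSO only wells and 100% = clavulanate BLA inhibitor control wells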
aDG glyco up: alpha-DG glycosylation activation; Pro5-aDG cells, alpha-DG glycosylation AlphaScreen (IIH6); 0% Pro5, 100% B10-LARGE cell signal; activation, % at 10 µM; hit rate 0.22% among 360,000; AID 624168;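 active = activation of at least 8% versus controls, or a plate z-score of at least 8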;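 note: Pro5 are CHO cells carrying HIG-tagged alpha-DG that lacks glycosylation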
Glyco luc inh: N-linked glycosylation inhibition; hit rate 0.23% among 360,000; reporter increase, % at 12.5 µM; AID 588692; D54 ERlucT glycosylation luciferase reporter, 24 h; percent of 100 nM tunicamycin response;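 active = mean luciferase reporter signal, scaled so untreated is 0 and the glycosylation-blocking control 100, at or above a set limit in every replicate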;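 note: luciferase carries N-glycosylation sites so blocking glycosylation raises the light; 0% = median of neutral control wells and 100% = median of 100 nM tunicamycin wells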
Starred values were filed as active, the others as inactive; . = not tested or not shown. Not all compounds are listed; rates above refer to the full screens.

SMILES | NOD2 RIPK2 PPI | MC4R barr agon | ABCB6 inh 2 | Exocytosis inh | MC4R antag cAMP | Vif imaging | ABHD5-PLIN5 inh | TLR9-MyD88 inh | aDG glyco up | Glyco luc inh
CSc1ccc(C(=O)C2CCCN(Cc3cccnc3)C2)cc1 (configuration not stated) | 6 | -2.5 | 100 | -1 | 5 | -5 | 0 | -9 | 0.8 | -4
CC12CN3CCN(C1)CC(C)(C3)C2=NO | -2 | -1.0 | 100 | 1 | -4 | -11 | 0 | -2 | -0.2 | 0
CC(=O)c1ccc(NC2=NCCCS2)cc1 | 12 | 1.4 | 103 | 2 | -8 | 1 | 7 | 9 | 0.0 | -1
COc1ccc(CN2CC=C(c3ccc(F)cc3)CC2)cc1Br | -7 | 6.4 | 105 | 28 | -4 | 2 | -7 | -7 | -0.1 | -2
Cc1cc(C)n(CCOC(=O)C2C(C=C(Cl)Cl)C2(C)C)n1 (configuration not stated) | 1 | 2.7 | 102 | -2 | 3 | -6 | 1 | -10 | 0.9 | -1
c1ccc(Nc2ccc3ccccc3c2)cc1 | -5 | 1.7 | 101 | 6 | -2 | 0 | -16 | 8 | -0.1 | -1
CCCN1CC[C@@H]2c3cc(O)ccc3CC[C@@H]21 | -3 | -1.4 | 100 | -1 | 2 | -2 | -3 | 4 | -0.2 | 0
CN1CCN(CCC(=O)OC2CC3CCC(C2)N3C)CC1 (configuration not stated) | 1 | 0.4 | 89 | -2 | 1 | -1 | -2 | 5 | -0.2 | -1
CCOP(=O)(/C=C(\Cl)c1ccccc1)C(O)c1ccc(F)cc1 (configuration not stated) | 1 | -0.2 | 99 | 12 | 18 | -2 | -10 | -2 | 0.0 | 0
Cc1oc(-c2ccccc2F)nc1CS(=O)CC(=O)N1CCC2(CC1)OCCO2 (configuration not stated) | -5 | 0.7 | 92 | 0 | -1 | 0 | 3 | 0 | 0.2 | -1
COc1ccc2c(c1)CC1(CN2C)C(=O)NC(=O)N(CCc2ccccc2)C1=O (configuration not stated) | 5 | -0.8 | 98 | 0 | 5 | 14 | -27 | 2 | 0.2 | 2
COc1cccc(C(c2nnnn2C2CCCCC2)N2CCC3(CC2)C(=O)NCN3c2ccccc2)c1OC (configuration not stated) | 2 | . | 91 | -2 | . | 2 | 10 | . | -0.1 | -2

Already shown: 2 of the compounds above.
SMILES | NOD2 RIPK2 PPI | MC4R barr agon | ABCB6 inh 2 | Exocytosis inh | MC4R antag cAMP | Vif imaging | ABHD5-PLIN5 inh | TLR9-MyD88 inh | aDG glyco up | Glyco luc inh
CSc1ccc(C(=O)C2CCCN(Cc3cccnc3)C2)cc1 (configuration not stated) | 6 | -2.5 | 100 | -1 | 5 | -5 | 0 | -9 | 0.8 | -4
CC12CN3CCN(C1)CC(C)(C3)C2=NO | -2 | -1.0 | 100 | 1 | -4 | -11 | 0 | -2 | -0.2 | 0

More records follow.
SMILES | NOD2 RIPK2 PPI | MC4R barr agon | ABCB6 inh 2 | Exocytosis inh | MC4R antag cAMP | Vif imaging | ABHD5-PLIN5 inh | TLR9-MyD88 inh | aDG glyco up | Glyco luc inh
Cc1cc(C(=O)O)c(C)n1C1CC1 | -3 | 4.2 | 99 | 0 | 2 | -5 | 16 | 1 | 0.1 | 1
COc1ccc(S(=O)(=O)NC(CC(=O)N2CCC3(CC2)OCCO3)c2ccco2)cc1 (configuration not stated) | -3 | 0.4 | 96 | -1 | 24 | 5 | -1 | -12 | 0.2 | -1
COCCOC(=O)C1=C(N)Oc2c(c(=O)oc3ccccc23)[C@@]12C(=O)Nc1ccccc12 | -2 | -1.9 | 97 | 1 | -2 | 5 | -3 | -2 | 0.2 | 3
COC(=O)c1ccccc1N=Cc1c(O)[nH]c(=S)[nH]c1=O | -5 | -4.5 | 98 | -5 | 3 | 2 | 3 | -2 | -0.1 | 3
Cn1c(O)c(C(=O)c2ccccc2Cl)c(=O)n(C)c1=O | 10 | -2.2 | 96 | 10 | 8 | 16 | -1 | 12 | -0.2 | 3
CCC(=NCc1ccco1)c1c(O)[nH]c(=O)[nH]c1=O | 0 | 1.8 | 103 | 2 | 0 | -9 | -2 | -3 | -0.2 | -1
Cc1c(N=Cc2c(O)n(Cc3ccccc3)c(=O)[nH]c2=O)c(=O)n(-c2ccccc2)n1C | -5 | -3.9 | 104 | 0 | 8 | -5 | 6 | 1 | -0.3 | -1
CCOC(=O)C1C(OC(=O)c2ccccc2)CC2CCC1N2C (configuration not stated) | -4 | -0.6 | 99 | 8 | 5 | -6 | 26* | -29 | 0.0 | -1
COC(=O)C1=C(c2ccc(C(C)=O)cc2)C[C@@H]2CC[C@H]1N2C(=O)NCCOc1ccccc1Cl | -2 | -1.6 | 98 | 25 | 5 | -3 | -5 | -13 | -0.1 | -3
O=c1[nH]c2ccccc2n1C1CCN(C(CCc2ccccc2)c2nnnn2-c2ccc3c(c2)OCCO3)CC1 (configuration not stated) | -6 | . | 101 | 1 | . | . | 14 | . | -0.4 | -20
CC(C)CN1Cc2cc(N3CCCCC3)ccc2-n2nncc2C1 | -19 | . | 101 | -2 | . | -5 | -1 | . | -0.1 | -1
CCOC(=O)C(O)(c1ccc(N(CC)C(=O)OC)cc1)C(F)(F)F (configuration not stated) | -7 | 1.2 | 96 | 0 | 15 | -7 | -3 | -9 | 0.1 | 1
CCOP(=S)(OCC)Oc1nc(Cl)c(Cl)cc1Cl | -4 | 1.3 | 100 | 0 | 11 | 4 | -5 | -3 | -0.1 | 1
CCCC1(CCO)C(=O)NC(=S)NC1=O | -2 | -1.7 | 109 | 1 | -3 | 11 | 3 | -9 | 0.0 | 1
O=C(O)c1ccc(/C=C/c2nc3ccccc3c(=O)n2-c2ccc(Br)cc2)cc1 | -2 | -0.9 | 75 | -19 | 4 | -11 | -7 | -10 | 0.2 | 0
CC1=NCCc2c1[nH]c1ccccc21 | -5 | 2.7 | 160 | 8 | -5 | 1 | 10 | -9 | 0.1 | -2
C[C@H]1CCC[C@@H](O)CCC/C=C/c2cc(O)cc(O)c2C(=O)O1 | -4 | -1.2 | 102 | 3 | -37 | -5 | -2 | -2 | -0.2 | 2
C[C@H](CO)N1C[C@H](C)[C@H](CN(C)C(=O)Oc2ccccc2)OCc2cnnn2CCCC1=O | 2 | 1.4 | 98 | 3 | 5 | -1 | 6 | -3 | -0.2 | 2
COC(=O)C1=C(c2ccc(-c3ccccc3)c(F)c2)C[C@@H]2CC[C@H]1N2C(=O)NCCOc1ccccc1 | -1 | -1.8 | 90 | 5 | 13 | -4 | -2 | -1 | 0.4 | -6
Cc1c(-c2cccc(Cl)c2)nc2ccccc2c1C(=O)N1CCC2(CC1)OCCO2 | -1 | 0.0 | 99 | -2 | 6 | 0 | 1 | -10 | 0.1 | -1
CCCCCCN1CCN(c2ccc(Cl)cc2)CC1 | -10 | 5.3 | 99 | 0 | 18 | -1 | 0 | -9 | -0.3 | 2
Cc1cccc(OP(=O)(Nc2ccc(F)cc2)Oc2cccc(C)c2)c1 | -11 | 6.1 | 99 | 3 | 11 | 4 | -7 | -9 | 0.0 | -5
NC(=O)CSP(=O)(c1ccccc1)c1ccccc1 | -4 | -1.1 | 93 | -4 | 3 | 13 | -42 | 1 | -0.2 | 1
CN(C)C(=O)Oc1ccc(C(=O)c2ccccc2)cc1 | -1 | -0.3 | 103 | 1 | -2 | 2 | -3 | 3 | -0.2 | -1
O=C(c1cnn2c(C(F)(F)F)cc(-c3ccccc3)nc12)N1CCC2(CC1)OCCO2 | -11 | -1.1 | 109 | -1 | 3 | 7 | 2 | -7 | 0.1 | 1
COCCN1C(=O)NC(=O)/C(=C\c2ccc(Br)cc2)C1=O | -3 | -0.1 | 97 | -2 | 3 | -1 | 1 | -1 | 0.4 | 1
O=C(c1ccc(CNS(=O)(=O)c2ccccc2)cc1)N1CCC2(CC1)OCCO2 | 0 | 2.0 | 98 | -2 | 1 | -4 | -2 | -1 | 0.4 | 3
CCN(CC)C(=O)c1ccc(N(Cc2ccccc2)S(C)(=O)=O)cc1 | -10 | -2.3 | 94 | 12 | -1 | 4 | 1 | -5 | 0.1 | 0
O=C(O)CCn1cc(C=C2C(=O)NC(=S)NC2=O)c(-c2cc3ccccc3oc2=O)n1 | 5 | -0.8 | 98 | 16 | 2 | 6 | 1 | 1 | -0.1 | 1
CC(Cc1cccs1)NCc1ccccc1 (configuration not stated) | -8 | 0.1 | 104 | 2 | 6 | 5 | -2 | 2 | -0.2 | 0
Cc1cc(NC(=O)COC(=O)c2c(C)nn(Cc3ccccc3)c2C)no1 | 7 | -1.0 | 96 | -2 | 8 | -5 | 3 | 7 | 0.3 | -4
O=C(Nc1cccc2ccccc12)N1CCC2(CC1)OCCO2 | -8 | -1.8 | 88 | -8 | 3 | -2 | 2 | -4 | -0.1 | 1
O=c1[nH]c(=O)n(C2CCCCCC2)c(O)c1C=NC1CCN(Cc2ccccc2)CC1 | -4 | -0.2 | 89 | 2 | 0 | 5 | 1 | -13 | 0.2 | -2
CN1CCN(/N=C/c2c(O)n(CCC3=CCCCC3)c(=S)[nH]c2=O)CC1 | -5 | -2.9 | 90 | 18 | 22 | 17 | -7 | -3 | -0.2 | 0
O=C(Cn1c(=O)n(CC2CS2)c2ccccc21)N1CCCCCC1 (configuration not stated) | 0 | -0.9 | 103 | -5 | 2 | 9 | 0 | 0 | -0.2 | -1
O=c1c2ccccc2nc(/C=C/c2ccc(O)c(O)c2)n1-c1ccccc1 | 11 | 1.6 | 106 | 2 | 1 | 4 | 12 | 10 | -0.3 | 3
O=C(Nc1ccc(C(F)(F)F)cc1)c1cccn(Cc2ccc3c(c2)OC(F)(F)O3)c1=O | 6 | -1.2 | 94 | 2 | 3 | -8 | 1 | 10 | 1.0 | -1
CC12CN3CC(C)(CN(C1)C3c1cccs1)C2 (configuration not stated) | 4 | -0.5 | 100 | 0 | 8 | 6 | -4 | -1 | -0.1 | 1
C[C@]12CCC3C(CC[C@H]4C[C@H](O)CC[C@]34C)C1[C@@H](O)[C@@H](O)[C@@H]2O (some centres not stated) | -6 | -0.6 | 96 | 0 | 3 | 9 | -4 | -5 | 0.3 | 0
Nc1c(C(=O)OCC2CCCO2)c2nc3ccccc3nc2n1Cc1cccs1 (configuration not stated) | 8 | 1.9 | 104 | 7 | -36 | -10 | -2 | -7 | 4.1 | 20
Cn1c(O)c(C(=N)COc2ccccc2)c(=O)n(C)c1=O | 2 | -1.9 | 109 | 1 | 8 | 1 | 2 | 10 | -0.1 | 4
Cc1ccc(N2C(=O)NC(=O)/C(=C\c3cc(C)n(-c4ccc(C(=O)O)cc4)c3C)C2=O)cc1 | -3 | -0.7 | 99 | 9 | 3 | 1 | 7 | -8 | 0.3 | 3
COC(=O)C1=C(c2ccc(-c3ccccc3)c(F)c2)C[C@@H]2CC[C@H]1N2C(=O)NC1Cc2ccccc2C1 | -12 | -0.1 | 97 | 2 | 3 | -20 | -2 | -4 | 0.1 | -6
COc1cc(O)cc2c1cc([N+](=O)[O-])c1c(C(=O)O)cc3c(c12)OCO3 | -12 | -2.5 | 104 | -3 | 15 | -1 | -6 | -6 | 0.1 | 1
NC(Cc1ccc(Cl)cc1)c1csc(Nc2ccccn2)n1 (configuration not stated) | -1 | 2.6 | 89 | -3 | -2 | 5 | 9 | . | 0.4 | -3
Cc1ccc(-n2c(O)c(C=Nc3ccc(Br)cn3)c(=O)[nH]c2=O)cc1 | -2 | 1.5 | 109 | -3 | 0 | 3 | 17 | 1 | 0.0 | -1

Compound activity deposited in PubChem by several laboratories.
